CHT block: inhibits the human high affinity choline transporter; Q9GZV3; B-score at 10 µM; CHT-expressing cells, membrane potential dye, choline response; hits give low values; 310,000 compounds, 0.86% hits;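 active = B-score over 3 SD under the library average, and starting fluorescence ratio not unusually high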;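 also: choline stimulus applied at its EC90 after an EC20 pre-addition; B-score computed on integrated fluorescence ratio after choline addition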
Target sequence (Q9GZV3 whole entry, looked up): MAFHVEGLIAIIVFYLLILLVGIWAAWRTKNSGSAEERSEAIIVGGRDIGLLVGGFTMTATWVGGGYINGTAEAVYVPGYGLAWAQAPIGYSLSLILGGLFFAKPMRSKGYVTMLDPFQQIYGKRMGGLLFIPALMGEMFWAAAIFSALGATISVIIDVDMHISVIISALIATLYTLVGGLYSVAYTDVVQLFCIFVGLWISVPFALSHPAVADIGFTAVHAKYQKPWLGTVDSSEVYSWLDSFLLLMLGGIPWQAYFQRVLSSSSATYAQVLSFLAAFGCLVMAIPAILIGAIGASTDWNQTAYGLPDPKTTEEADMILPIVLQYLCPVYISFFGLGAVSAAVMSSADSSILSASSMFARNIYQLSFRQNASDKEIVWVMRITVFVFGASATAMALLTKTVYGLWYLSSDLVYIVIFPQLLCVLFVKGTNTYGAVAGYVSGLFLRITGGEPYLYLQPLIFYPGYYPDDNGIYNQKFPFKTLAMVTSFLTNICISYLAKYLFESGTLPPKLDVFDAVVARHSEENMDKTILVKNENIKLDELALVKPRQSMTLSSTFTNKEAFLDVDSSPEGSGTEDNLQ
CHT allo act: human CHT allosteric activation. Q9GZV3. CHT-expressing cells, membrane potential dye, choline EC20; hits give high values; LV-AA mutant CHT in HEK293 cells. B-score at 10 µM. 310,000 compounds, 0.49% hits. AID 488977;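 active = initial fluorescence not abnormally high and integrated response B-score, plate-corrected, over 3 SD above library mean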
Active calls of the source: *; i = inactive.

item | compound | CHT allo act | CHT block
1 | O=c1cc(-c2ccccc2)[nH]c2[nH]n(-c3ccccc3)c(=O)c12 | i | i
2 | O=C1Nc2ccccc2OC1CC(=O)N1CCOCC1 (stereo not given) | i | i
3 | Cc1cccc(NC(NC(=O)c2ccccc2[N+](=O)[O-])C(Cl)(Cl)Cl)c1 (stereo not given) | i | i
4 | COc1ccc(C)cc1NC(=O)N1CCC(CO)(CC2CCCCO2)CC1 (stereo not given) | i | i
5 | Cc1ccccc1C(=O)NCC(=O)OCCOc1ccc(C(C)C)c(C)c1 | i | i
6 | CCn1c(COc2cccc(C)c2)nnc1SCC(=O)Nc1cccc(C(=O)OC)c1 | i | i
7 | CC(C)CCN=CC1=C(O)CC(c2ccccc2)CC1=O (stereo not given) | i | i
8 | COc1ccccc1/C=C(\NC(=O)c1ccc(OC)c(OC)c1)C(=O)Nc1cc([N+](=O)[O-])ccc1C | i | i
9 | CCc1ccc(NC(=O)c2ccc3nc(N)sc3c2)cc1 | i | i
10 | Nc1cnc(Br)cc1Br | i | i
11 | COC(=O)c1nc(N)sc1C(C)C | i | i
12 | Cc1cccc(N(C(=O)CNC(=O)c2ccco2)C(C(=O)NC2CCCCC2)c2cccnc2)c1 (stereo not given) | i | i
13 | Oc1ccc(O)c(/C(=N/Nc2ccccc2)c2ccccc2)c1 | i | i
14 | CC(=O)c1cccc(S(=O)(=O)NCC2CCCCC2)c1 | i | i
15 | NC1=C(c2ccc([N+](=O)[O-])cc2)C(=O)CO1 | i | i
16 | CN1c2ccccc2C(O)=C(C(=S)Nc2ccccc2)S1(=O)=O | i | i
17 | CC(=O)Nc1ccccc1C(=O)C(=O)Nc1cccc(C(=O)NCC2CCCO2)c1 (stereo not given) | i | i
18 | COc1cc(/C=C2/C(=O)NN(c3cccc(Cl)c3)C2=O)cc(OC)c1O | i | i
19 | O=S(=O)(c1cccc(Cl)c1Cl)N1CCCCC1 | i | i
20 | COc1ccc(C(=O)Nc2nnc(-c3ccccc3)o2)cc1OC | i | i
21 | CC(=O)N1c2ccc(S(=O)(=O)N3CCC(C(=O)NCc4ccc(N(C)C)cc4)CC3)cc2CC1C (stereo not given) | i | i
22 | CCOc1cc(C(=O)N2CCC(CC3CC(c4cccc(Br)c4)=NO3)(C(=O)NCC3CCCCC3)CC2)cc(OCC)c1OCC (stereo not given) | i | i
23 | O=C1OC(c2ccc(Br)cc2)=N/C1=C\c1ccco1 | i | i
24 | CCCC(=O)Nc1ccc(NC(=O)c2cccc(OC)c2)cn1 | i | i
25 | CN(C)/C=N/c1nc2ccc3c(c2s1)CCCC3 | i | i
26 | N=c1c(C(=O)NCc2ccco2)cc2c(=O)n3ccccc3nc2n1CC1CCCO1 (stereo not given) | i | i
27 | NC(=O)C1CCN(c2nc(-c3ccccc3)nc3ccccc23)CC1 | i | i
28 | CCNC(=O)C(CCSC)NS(=O)(=O)c1ccc(C)cc1 (stereo not given) | i | i
29 | CS(=O)(=O)N(CC(=O)Nc1ccccc1F)C1CCCCC1 | i | i
30 | Cc1ccc(Cn2c(SCC(=O)N(C)C3CCS(=O)(=O)C3)nc3ccccc3c2=O)cc1 (stereo not given) | i | i

Continued; the last 3 above are carried over.
item | compound | CHT allo act | CHT block
28 | CCNC(=O)C(CCSC)NS(=O)(=O)c1ccc(C)cc1 (stereo not given) | i | i
29 | CS(=O)(=O)N(CC(=O)Nc1ccccc1F)C1CCCCC1 | i | i
30 | Cc1ccc(Cn2c(SCC(=O)N(C)C3CCS(=O)(=O)C3)nc3ccccc3c2=O)cc1 (stereo not given) | i | i
31 | C=CCOC(=O)c1[nH]c2c(c1C)C(=O)CC(c1ccco1)C2 (stereo not given) | i | i
32 | CC(C)(C)NC(=O)CSc1ncccc1-c1nc2ccccc2[nH]1 | i | i
33 | CCc1nnc(NC(=O)CSc2nc(C)nc3c2c(=O)n(C)c(=O)n3C)s1 | i | i
34 | COc1ccc(-c2ccc(SCC(=O)NC3CCCC3)nn2)cc1OC | i | i
35 | O=C(CN1CCCC1)Nc1ccc(NC(=O)Nc2ccccc2)cc1 | i | i
36 | COc1c(O)cccc1-c1nnn(CCC(=O)OCC(=O)c2ccccc2)n1 | i | i
37 | Cc1cccc(NC(=O)C2c3ccccc3C(=O)N3CCc4ccccc4C23)n1 (stereo not given) | i | i
38 | Oc1cccc2cc3cccc(O)c3c(O)c12 | i | i
39 | N#Cc1ccccc1OCC(=O)NCCNC(=O)COc1ccccc1C#N | i | i
40 | Cc1ccc2occ(/C=N/NC(N)=S)c(=O)c2c1 | i | i
41 | Cc1cc(SCC(=O)c2cccs2)nc2c(C)cccc12 | i | i
42 | CCOc1ccc(NC(=O)c2nnn(CC(=O)Nc3ccccc3OC)c2N)cc1 | i | i
43 | Cc1nnc(SCC(=O)NNC(=O)c2ccc(Cl)cc2)s1 | i | i
44 | COC(=O)c1c(NC(=O)c2ccco2)sc(C)c1C | i | i
45 | Cc1ccc(OC(C)C)c(CN(CCO)CCO)c1 | i | i
46 | COc1cc(C2C(C(=O)N3CCOCC3)=C(C)NC3=C2C(=O)CCC3)ccc1OC(C)=O (stereo not given) | i | i
47 | O=C(O)CCCC(=O)Nc1ccc(C(=O)N2CCCCC2)cc1 | i | i
48 | COCCNC(=O)CS(=O)Cc1nc(-c2ccccc2C)oc1C (stereo not given) | i | i
49 | NNC(=S)Nc1c(F)cc(F)cc1Br | i | i
50 | COc1ccc(C(=O)OCCCN(C)C)cc1OC | i | i
51 | CNC(=O)c1cc(S(=O)(=O)N(C)C)ccc1Cl | i | i
52 | Cc1cc(=O)oc2cc(OCC(=O)NCCCN3CCOCC3)c(Cl)cc12 | i | i
53 | O=C(CCN1C(=O)c2cccc3cccc(c23)C1=O)Nc1ccccc1 | i | i
54 | COCCN1C(=O)N(c2cccc(OC)c2)C(=O)C1CC(=O)Nc1ccc(OC)cc1 (stereo not given) | i | i
55 | COc1cccc(Nc2nc3cc(OC)ccc3cc2C#N)c1 | i | i
56 | CC(C)(C)c1ccc(C(=O)N2CCC(C(=O)N3CCCCC3)CC2)cc1 | i | i
57 | O=C(NCc1ccco1)c1ccc2c(=O)n(-c3ccccc3)c(=O)n(Cc3cccc(F)c3)c2c1 | i | i
58 | CCOC(=O)C1CCN(c2nc3ccccc3nc2C(C#N)C(=O)OC(C)COC)CC1 (stereo not given) | i | i
59 | CCOC(=O)C1(CC2CC2)CCN(S(=O)(=O)/C=C/c2ccccc2)CC1 | i | i
60 | Cc1ccc(-n2ncc(C(=O)Nc3cc(Cl)ccc3Cl)c2C2CCNCC2)cc1 | i | i
61 | Cc1cc(N/C=C(\C#N)S(=O)(=O)c2ccccc2Cl)nc(C)n1 | i | i
62 | COc1ccc(S(=O)(=O)N2CCCC(C(=O)Nc3cccnc3)C2)cc1Cl (stereo not given) | i | i
63 | Cc1ccc(-c2nn(-c3ccccc3)cc2C(=O)NCC(c2cccs2)N2CCOCC2)cc1 (stereo not given) | i | i
64 | CCOC(=O)c1[nH]c2ccc(C)cc2c1N=CN(CC)CC | i | i
65 | COc1ccc(-n2nnnc2SC(C)C(N)=O)cc1 (stereo not given) | i | i
66 | CCCCc1nnc(NC(=O)C2CCN(c3ncnc4sc(C)c(C)c34)CC2)s1 | i | i
67 | CCc1cccc(NC(=O)Cc2ccc([N+](=O)[O-])cc2)c1 | i | i
68 | CCOC(=O)CCNC(=O)N1CCCC(N(C)CCc2ccccc2)C1 (stereo not given) | i | i
69 | CN(C)S(=O)(=O)N1CCC(Oc2ccc(C(=O)NCC(C)(C)CO)cc2)CC1 | i | i
70 | COC(=O)c1ccc(/C=N/NC(=O)c2cccc(F)c2)cc1 | i | i
71 | CCN(C(=O)CSc1ncnc2c1cnn2-c1ccccc1)C1CCS(=O)(=O)C1 (stereo not given) | i | i
72 | C=CCn1c(SCC(=O)NC(=O)NCc2ccco2)nc2sc(CC)cc2c1=O | i | i
73 | CCOc1ccccc1C(=O)Nc1cc(Cl)ccc1O | i | i
74 | Cn1nc(C(=O)N2CCN(c3ccc(Cl)cc3)CC2)c2c1-c1ccccc1S(=O)(=O)C2 | i | i
75 | COCCn1c(C)cc(C(=O)CSc2nc3ccccc3s2)c1C | i | i
76 | COc1ccc(-c2nn(-c3ccccc3C)cc2CNCc2cccnc2)cc1F | i | i
77 | Cc1ccc(-c2nc(N)sc2CC(=O)OCC(=O)NCCC(C)C)cc1 | i | i
78 | Cc1cnc(C(=O)OCC(=O)NC2CCCC(C)C2C)cn1 (stereo not given) | i | i
79 | CC(=O)Nc1ccc(NC(=O)CS(=O)(=O)c2cn(CC(=O)N3CCCCC3)c3ccccc23)cc1 | i | i
80 | CCS(=O)(=O)N1CCCC(C(=O)NCc2ccccc2Cl)C1 (stereo not given) | i | i

The list goes on:
item | compound | CHT allo act | CHT block
81 | Cc1nn(CC2CC2)c(=O)n1N(C)c1ncc(C(F)(F)F)cc1Cl | i | i
82 | CC(O)CNc1nc2c(c(=O)n(C)c(=O)n2C)n1Cc1cccc(C(F)(F)F)c1 (stereo not given) | i | i
83 | COCCNC(=S)NNc1ccccc1[N+](=O)[O-] | i | i
84 | COc1ccc(N=Cc2c(O)c3ccccc3n2C(C)=O)cc1 | i | i
85 | CSCC[C@H](NC(=O)[C@@H]1Cc2ccccc2CN1)C(=O)Nc1ccc2c(c1)OCCO2 | i | i
86 | O=C(COc1cc(F)ccc1[N+](=O)[O-])Nc1ccc(N2CCCCC2)cc1 | i | i
87 | O=C(Nc1nccs1)c1ccc(COc2ccccc2Cl)o1 | i | i
88 | Cc1cccn2c(=O)c(C=O)c(N3CCN(C)CC3)nc12 | 7.07* | i
89 | CN1C=CC=C/C1=C1\SC(=S)N(Cc2ccccc2)C1=O | i | i
90 | O=C(NCc1ccccc1)C1CCC(=O)N(CC2CCCCC2)C1 (stereo not given) | i | i
91 | O=C(NC1CCCCC1)C(c1ccc2ncccc2c1)N(Cc1ccc(F)cc1)C(=O)c1ccc2c(c1)OCCO2 (stereo not given) | i | -7.53*
92 | COc1ccc2c(c1)CCc1c(C(=O)NCc3cccnc3)noc1-2 | i | i
93 | COC(=O)Cc1nc(NC(=O)c2cccs2)sc1C | i | i
94 | CN(C)CCNC(=O)/C(=C/c1ccc(-c2ccc(Cl)cc2Cl)o1)NC(=O)c1ccccc1 | i | i
95 | Cc1cc(C)c2ccc(=S)[nH]c2n1 | i | i
96 | Nc1ccc(-c2nc3ccccc3[nH]2)cc1 | i | i
97 | CCCCNC(=O)c1nn2c(C(F)(F)F)cc(-c3ccccc3)nc2c1Br | i | i
98 | COc1ccc2c(c1)c1nc3n(c(=O)c1n2CC(=O)Nc1ccccc1)CCS3 | i | i
99 | C/C(=N\Nc1nc(C)cc(-c2ccccc2)n1)c1ccc(O)cc1 | i | i
100 | O=C(CSc1nc2ccccc2[nH]1)c1cccs1 | i | i

Record cards (already shown).
Shown for `COC(=O)Cc1nc(NC(=O)c2cccs2)sc1C` : CHT allo act: i; CHT block: i
Shown for `O=C(CSc1nc2ccccc2[nH]1)c1cccs1` : CHT allo act: i; CHT block: i
Shown for `COc1ccc2c(c1)CCc1c(C(=O)NCc3cccnc3)noc1-2` : CHT allo act: i; CHT block: i

Additional entries follow:
item | compound | CHT allo act | CHT block
101 | Cc1ccccc1C(=O)N1CCN(c2ccc(NC(=O)c3cccnc3Cl)cc2)CC1 | i | i
102 | CSc1ncc(CNc2cc([N+](=O)[O-])ccc2C)c(N)n1 | i | i
103 | CC1Cc2cc(S(=O)(=O)N3CCCC(C(=O)N4CCCCC4)C3)ccc2N1C(=O)C1CC1 (stereo not given) | i | i
104 | CN1CCCN(C(=O)C2CCC(C(=O)N3CCCN(C)CC3)CC2)CC1 (stereo not given) | i | i
105 | C/C=C/C(=O)OCC(=O)Nc1cccc(F)c1 | i | i
106 | NNc1nnc(-c2ccccc2)c(-c2ccccc2)n1 | i | i
107 | C/C(N)=C(/C#N)C(=O)COC(=O)CSc1ccccc1 | i | i
108 | CCC(=O)OCC(=O)Nc1cc([N+](=O)[O-])ccc1OC | i | i
109 | CCOc1cccc(/C=N/Nc2ccc(S(=O)(=O)N(CC)CC)cn2)c1O | i | i
110 | O=C(CCn1nnc2ccccc21)N/N=C\Cc1ccccc1 | i | i
111 | COc1ccc2c(CC(=O)NC3CCCc4ccccc43)coc2c1 (stereo not given) | i | i
112 | CCOC(=O)N1CCN(C(=O)COc2ccc([N+](=O)[O-])cc2)CC1 | i | i
113 | O=C(CNC(=O)C1CCCCC1)OCC(=O)c1ccc(Cl)s1 | i | i
114 | CCCn1c(SCC(=O)Nc2cccc(C)n2)nnc1-c1ccco1 | i | i
115 | CCn1cc(CN2CCC(n3nccc3NC(=O)c3ccc4c(c3)OCO4)CC2)c(C)n1 | i | i
116 | COc1ccc(-n2c(C)cc(/C=C3\C(=N)N4N=C(CC(=O)N5CCOCC5)SC4=NC3=O)c2C)cc1 | i | i
117 | COc1cccc(Cn2cnc3c(NS(=O)(=O)c4cc(Cl)ccc4Cl)c(C)c(C)cc32)c1 | i | i
118 | CC1CCCCC1NC(=O)c1ccncc1 (stereo not given) | i | i
119 | Oc1ccc(Cl)cc1C1=NNC(c2cc(Br)cc3c2OCOC3)C1 (stereo not given) | i | i
120 | CCC(CC)c1nc(NCCC(=O)O)c2ccccc2n1 | i | i
121 | CCOc1ccccc1C(=O)Nc1ccc(-n2nncc2C(C)(C)C)cc1 | i | i
122 | Cc1ccc(-c2nc(N)sc2CC(=O)OCC(=O)NCC2CCCO2)cc1 (stereo not given) | i | i
123 | C=CCn1c(SCC(=O)Nc2ccc(F)cc2)nnc1-c1cnccn1 | i | i
124 | O=C(NCC1CCCO1)c1cc(C(=O)C2CCCCC2)c[nH]1 (stereo not given) | i | i
125 | CCS(=O)(=O)N1CCN(c2cccc(C)c2C)CC1 | i | i
126 | O=C(CCc1nnc2ccc(NCc3ccccc3)nn12)NC1CCCCC1 | i | i

Fetched by structure from the entries so far:
item | compound | CHT allo act | CHT block
125 | CCS(=O)(=O)N1CCN(c2cccc(C)c2C)CC1 | i | i
126 | O=C(CCc1nnc2ccc(NCc3ccccc3)nn12)NC1CCCCC1 | i | i

No enrichment for hits; 1.4% or so of the library scored in one or more.
